Bioassay records: PubChem, The Scripps Research Institute Molecular Screening Center
CHRM1 PAM: positive allosteric modulators of human M1 muscarinic receptor. CHO-K1 hM1, Fluo-8 calcium fluorescence, ACh EC20; 0% = ACh EC20, 100% = maximal ACh. activation, % at 3 µM. 360,000 compounds, 0.088% hits. AID 588819; in the data active = activation above about 19%, passing the limit was not always enough
Target sequence (P11229 whole entry, looked up): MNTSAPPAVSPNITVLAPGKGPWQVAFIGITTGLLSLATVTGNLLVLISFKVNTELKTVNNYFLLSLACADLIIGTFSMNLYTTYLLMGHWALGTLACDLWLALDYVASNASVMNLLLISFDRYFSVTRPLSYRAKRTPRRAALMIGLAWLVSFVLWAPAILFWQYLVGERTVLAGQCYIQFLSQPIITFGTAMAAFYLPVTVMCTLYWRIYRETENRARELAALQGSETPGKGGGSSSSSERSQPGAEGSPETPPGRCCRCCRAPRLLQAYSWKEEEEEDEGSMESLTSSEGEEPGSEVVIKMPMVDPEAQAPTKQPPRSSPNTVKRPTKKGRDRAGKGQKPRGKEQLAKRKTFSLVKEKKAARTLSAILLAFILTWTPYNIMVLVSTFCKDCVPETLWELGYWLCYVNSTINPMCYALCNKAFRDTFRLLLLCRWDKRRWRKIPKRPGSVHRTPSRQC
OXTR potentiator: human OXTR potentiation | activation, % at 3 µM | CHO-OTR cells, Fluo-8 calcium fluorescence, potentiator mode; 0% = oxytocin EC15, 100% = EC100 | 320,000 compounds, 0.061% hits;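 active = activation above that plate's cutoff, the mean activation of tested compounds plus 3 SD, cut at about 6.6% in these data, passing the limit was not always enough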;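 also: 100% uses oxytocin at 75 nM as the full agonist control; some results filed as inactive read as strong as hits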
Target sequence (P30559 whole entry, looked up): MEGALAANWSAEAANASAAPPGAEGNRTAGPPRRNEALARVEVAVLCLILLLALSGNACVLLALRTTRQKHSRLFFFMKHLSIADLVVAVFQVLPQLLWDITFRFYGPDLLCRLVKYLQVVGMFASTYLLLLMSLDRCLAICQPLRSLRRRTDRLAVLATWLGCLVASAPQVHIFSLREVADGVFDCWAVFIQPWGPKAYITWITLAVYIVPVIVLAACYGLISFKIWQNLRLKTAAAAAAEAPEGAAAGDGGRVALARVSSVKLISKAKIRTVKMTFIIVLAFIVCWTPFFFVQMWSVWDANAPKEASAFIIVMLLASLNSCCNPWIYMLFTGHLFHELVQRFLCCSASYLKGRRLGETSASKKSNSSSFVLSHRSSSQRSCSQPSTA
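System: human OTR in CHO cells / Also added: sub-maximal oxytocin, roughly EC15 / Control set: EC15 oxytocin low, 75 nM oxytocin high / Schedule: 6 min compound pre-incubation at room temperature, 100 s kinetic read / Compound: single-point 3.0 µM / Replication: singlicate / Technique: Fluo-8 calcium dye fluorescence / Read-out basis: % activation of max/min ratio relative to oxytocin controls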
CHRM4 antagonist: CHRM4 antagonism in calcium assay; P08173; inhibition, % at 3 µM; AID 624125; 360,000 compounds, 0.73% hits; CHO-hM4 cells, ACh EC80, Fluo-8 calcium fluorescence;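 active = inhibition above its plate's cutoff, the mean inhibition of sample wells plus 3 SD, cut at about 27% in these data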;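 also: 0% = acetylcholine EC80 with DMSO and 100% = DMSO without agonist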
M1 ag: human M1 muscarinic receptor agonism; P11229; CHO-K1 hM1, Fluo-8 calcium fluorescence, agonist mode; 0% DMSO, 100% acetylcholine EC100; activation, % at 3 µM; 360,000 compounds, 0.33% hits;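 active = activation above the run's mean compound activation plus 3 SD, cut at about 16% in these data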;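 also: peak over basal fluorescence ratio within a 140 s kinetic read after compound addition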
CHO parental Ca: counter-screen for OX1R antagonists: effect in parental CHO cells. 330,000 compounds, 0.63% hits. inhibition, % at 5.6 µM. AID 463079. parental CHO-K1, ATP-induced calcium, Fluo-8 fluorescence;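 active = inhibition above that plate's mean sample inhibition plus 3 SD, cut at about 26% in these data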;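 also: 0% = ATP-challenged DMSO wells and 100% = DMSO wells without ATP; some compounds past the cut are filed as inactive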
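Material: parental CHO cells / Compound: single nominal dose of 5.6 µM per compound / Signal: Fluo-8 fluorescence / Replicates: singlicate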
M1 ag parental: nonselective activator or artifact in parental CHO-K1 cells | activation, % at 3 µM | Fluo-8 calcium fluorescence; scaled to maximal ATP response, vehicle zero | 360,000 compounds, 0.48% hits; in the data active = activation above about 15%;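 also: untransfected CHO-K1 host cells lacking M1 receptor as counterscreen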
CHO-K1 Ca antag: nonselective inhibitor or artifact in parental CHO-K1 cells | inhibition, % at 3 µM | ATP-induced calcium, Fluo-8 fluorescence | AID 602250 | 360,000 compounds, 0.6% hits;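 active = inhibition above a per-plate cutoff, the plate's mean sample inhibition plus 3 SD, cut at about 24% in these data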;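 also: 0% = DMSO plus EC80 ATP and 100% = DMSO alone without ATP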
M1 antag: antagonists of human M1 muscarinic receptor; P11229; inhibition, % at 3 µM; CHO-K1 hM1, Fluo-8 calcium fluorescence, ACh EC80 antagonist; 360,000 compounds, 1.3% hits;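 active = percent inhibition above its own plate's cutoff, namely the mean of that plate's compound wells plus 3 SD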;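 also: peak over basal fluorescence ratio during 140 s after agonist addition; 0% = ACh EC80 plus DMSO and 100% = DMSO alone without agonist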
CHRM4 agonist: agonists of human muscarinic M4 receptor (CHRM4); CHO-K1 hM4/Gqi5, Fluo-8 calcium fluorescence; vehicle 0%, full acetylcholine response 100%; activation, % at 3 µM; 360,000 compounds, 0.14% hits; AID 624127;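 active = activation above the run mean over all test wells plus 3 SD, cut at about 32% in these data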;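 also: peak over basal fluorescence ratio per well then scaled between controls; 0% = DMSO wells and 100% = acetylcholine at EC100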
* hit, by the source's call; . = no result given. An unsorted share of the library. About 2.9% of those tested had a hit in this group.

Second line of a record – CHRM1 PAM	OXTR potentiator	CHRM4 antagonist	M1 ag	CHO parental Ca	M1 ag parental	CHO-K1 Ca antag	M1 antag	CHRM4 agonist
O=C(Oc1ccc2ccc(=O)oc2c1)C1CCCCC1
    7	-3	8	-7	-9	0.0	-3	-6	0
CC(C)n1cc(CN2CCC(n3nccc3NC(=O)Cc3ccccc3)CC2)cn1
    0	-6	1	-3	1	1.2	-8	-1	0
CC(C)(C)NC(=O)c1oc2ccccc2c1COc1ccccc1
    -1	-8	-2	-5	-25	-0.8	6	-5	-2
COc1cccc(C(=O)/C(C#N)=N/Nc2cccc(-c3ccnc(C)n3)c2)c1
    1	-14	-4	2	-2	5.5	-11	-7	4
C=CCN(CC=C)C(=O)COn1nnc2ccc(S(=O)(=O)N3CCOCC3)cc21
    1	-3	5	-4	-14	1.6	0	6	0
COc1ccc(OC(C)C(=O)N2CCc3ccccc3C2)cc1 (stereo not given)
    7	-22	2	-1	-27	-0.1	25*	-4	0
CC(C)(C)C(=O)NC1CCN(S(=O)(=O)c2ccccc2F)CC1
    4	-8	13	-2	-5	0.0	-1	-4	1
CCN(CC(=O)Nc1ccc(NC(C)=O)cc1)C(=O)C1(c2ccccc2)CC1
    6	-2	1	-2	-5	0.9	-7	9	4
CC1CC(C)CN(C(=O)COC(=O)c2cc3ccccc3oc2=O)C1 (stereo not given)
    6	-3	6	-3	-5	-0.2	1	-10	1
CCn1c(SCC(=O)OCc2ccccc2)nc2c1c(=O)n(C)c(=O)n2C
    5	-2	15	-2	-10	2.3	1	3	4
Cc1ccc(S(=O)(=O)N2CC(O)CC2C(=O)OCC(=O)Nc2ccc([N+](=O)[O-])cc2C(F)(F)F)cc1C (stereo not given)
    8	-2	-6	-2	-22	1.8	-19	-10	5
Cc1ccc(C)c(CN2C(=O)COc3ccccc32)c1
    1	-20	6	-5	-30	0.5	0	-3	-3
CCn1c(SCC(=O)OC2CCCCC2)nnc1-c1ccncc1
    6	-14	0	0	0	-0.4	-2	-8	0
C[C@H]1CN([C@@H](C)CO)C(=O)CCCn2cc(nn2)CO[C@@H]1CN(C)C(=O)CCC(F)(F)F
    -1	.	1	-4	.	0.9	-2	-5	0
O=C(CNS(=O)(=O)c1ccc2ccccc2c1)OCc1csc(-c2ccccc2)n1
    -2	-8	-11	-8	-1	0.8	-8	6	4
COc1ccccc1NC(=O)C(C)Sc1nnnn1C (stereo not given)
    1	-6	7	-2	-8	0.6	-18	-2	1
COc1cc2c(cc1OC)C(c1cccc(Cl)c1)CC(=O)N2 (stereo not given)
    4	.	-18	3	.	0.0	-14	-14	3
CCOC(=O)c1nnn2c1nc(N1CCN(c3ccccc3)CC1)c1ccccc12
    -4	1	-4	-1	-9	2.5	-3	-4	3
CCOc1ccc(S(=O)(=O)NCCSCc2ccco2)cc1
    4	-9	-6	-6	-17	1.8	-5	-7	1
COCCNc1cc(N)c([N+](=O)[O-])cc1[N+](=O)[O-]
    -8	-12	4	-5	7	1.3	9	10	4
COC(=O)C1=C(CS(=O)(=O)c2cc(Cl)ccc2OC)NC(=O)NC1c1ccc(O)c(OC)c1 (stereo not given)
    12	6	5	-1	-16	0.4	-15	-11	-1
NC(=O)CSc1oc(-c2ccco2)nc1S(=O)(=O)c1ccc(Cl)cc1
    6	-1	-2	-2	-17	2.6	-7	1	1
COc1cccc(CN(C)CC2CCCN(CCc3ccc(Cl)cc3)C2)c1OC (stereo not given)
    -22	-6	9	-9	-17	0.4	-14	16	2
COc1ccc(CCN2C(=NC(=O)CC(C)C)SC3CS(=O)(=O)CC32)cc1 (stereo not given)
    0	-2	6	-3	-15	0.3	-7	-1	2
O=C(Nc1ccc(Cl)cc1)Nc1nc(-c2ccccc2)cs1
    3	-9	7	-2	5	12	9	9	6
Cc1cc(Cl)ccc1C(=O)C1CCCN(C(=O)c2nonc2C)C1 (stereo not given)
    3	-6	-7	-4	-7	1.0	-15	2	7
COc1cc2sc(C)nc2cc1C
    6	2	-15	-4	-4	0.7	-13	-11	2
CC(c1nnc(SCC(=O)NC(=O)NCc2ccco2)n1-c1ccc(Cl)cc1)N(C)C (stereo not given)
    -6	-1	7	-9	-16	1.1	-24	14	0
COc1ccc(-c2cc3ncccc3cn2)cc1
    3	-7	-8	-2	-2	0.3	-3	-1	5
c1ccc(Cn2c(-c3ccccc3)nc3nc4ccccc4nc32)cc1
    2	-3	-8	-5	-14	0.6	-11	2	0
Cc1[nH]c(=O)[nH]c(=O)c1S(=O)(=O)N1CCCC(C(=O)N2CCN(c3cccc(C(F)(F)F)c3)CC2)C1 (stereo not given)
    3	-4	4	-13	-7	-0.1	17	5	1
CCCNc1ncnc2nc[nH]c12
    6	2	-13	-2	-1	-0.1	-3	-6	1
COC(=O)CC1=C(c2ccc([N+](=O)[O-])cc2)CCC1=O
    -3	.	3	-1	.	0.8	-10	4	3
Cc1onc(-c2ccccc2Cl)c1C(=O)N1CCCC1
    2	-8	-5	-4	-2	0.0	-11	-9	-1
O=C(C1=C[C@H](c2coc3ccccc3c2=O)C[C@H](OCc2ccc(CO)cc2)O1)N1CCN(Cc2ccccc2)CC1
    -10	-12	8	-10	-28	2.2	-6	3	11
COc1ccc(Cn2c(C3CC3)nc3ccc(NC(=O)c4ccco4)cc3c2=O)cc1
    -6	-8	-9	0	-17	1.8	0	-12	7
Cc1ccc(CCNS(=O)(=O)c2ccc(C)cc2)cc1
    13	-6	0	-4	6	1.1	-13	-2	-2
CCCCn1c(N)c(N(CC)C(=O)C(c2ccccc2)c2ccccc2)c(=O)[nH]c1=O
    12	-1	-1	-1	5	1.2	-13	-11	0
COC(=O)c1nn(-c2ccc(Oc3ccccc3)cc2)c(=O)cc1O
    5	1	4	1	-5	0.2	-2	4	-1
O=C1C(=O)N(Cc2cccnc2)C(c2ccccn2)/C1=C(/O)c1ccc(Br)cc1 (stereo not given)
    -2	0	-4	-2	12	0.4	-21	7	0

An excerpt of these results, tab-delimited.
Compound	CHRM1 PAM	OXTR potentiator	CHRM4 antagonist	M1 ag	CHO parental Ca	M1 ag parental	CHO-K1 Ca antag	M1 antag	CHRM4 agonist
CCCNc1ncnc2nc[nH]c12	6	2	-13	-2	-1	-0.1	-3	-6	1
COC(=O)CC1=C(c2ccc([N+](=O)[O-])cc2)CCC1=O	-3	.	3	-1	.	0.8	-10	4	3
Cc1onc(-c2ccccc2Cl)c1C(=O)N1CCCC1	2	-8	-5	-4	-2	0.0	-11	-9	-1
O=C(C1=C[C@H](c2coc3ccccc3c2=O)C[C@H](OCc2ccc(CO)cc2)O1)N1CCN(Cc2ccccc2)CC1	-10	-12	8	-10	-28	2.2	-6	3	11
COc1ccc(Cn2c(C3CC3)nc3ccc(NC(=O)c4ccco4)cc3c2=O)cc1	-6	-8	-9	0	-17	1.8	0	-12	7
Cc1ccc(CCNS(=O)(=O)c2ccc(C)cc2)cc1	13	-6	0	-4	6	1.1	-13	-2	-2
CCCCn1c(N)c(N(CC)C(=O)C(c2ccccc2)c2ccccc2)c(=O)[nH]c1=O	12	-1	-1	-1	5	1.2	-13	-11	0
COC(=O)c1nn(-c2ccc(Oc3ccccc3)cc2)c(=O)cc1O	5	1	4	1	-5	0.2	-2	4	-1
O=C1C(=O)N(Cc2cccnc2)C(c2ccccn2)/C1=C(/O)c1ccc(Br)cc1 (stereo not given)	-2	0	-4	-2	12	0.4	-21	7	0

(cont.)
Second line of a record – CHRM1 PAM	OXTR potentiator	CHRM4 antagonist	M1 ag	CHO parental Ca	M1 ag parental	CHO-K1 Ca antag	M1 antag	CHRM4 agonist
O=C(CCCNS(=O)(=O)c1cccc2nsnc12)NCc1ccc(F)cc1
    -7	-19	-2	-3	3	0.2	9	7	1
CCOC(=O)c1c(-c2ccc(OC)cc2)csc1NC(=O)CSc1nnc(C)c(=O)[nH]1
    6	-6	5	-4	-5	0.6	-9	-9	0
Nc1ccc(C(=O)OCC(=O)Nc2cccc(S(=O)(=O)NC3=NCCCCC3)c2)cc1[N+](=O)[O-]
    7	-8	-2	-3	1	0.0	2	-9	1
CCC(C(=O)NC1CCCC1)N(Cc1ccccc1Cl)C(=O)c1snc(C(N)=O)c1N (stereo not given)
    8	-11	-25	3	-29	0.3	0	0	5
O=C(c1cc(S(=O)(=O)N2CCOCC2)c(Cl)cc1Cl)N1CCCCC1
    6	-8	3	-3	-2	1.5	-6	-10	2
COC(=O)[C@H](Cc1ccccc1)NC(=O)Nc1ccc(OC)cc1
    1	-7	-11	-4	-6	1.7	-4	4	4
O=S(=O)(Nc1ncccn1)c1ccc(NC(=S)Nc2ccccc2Cl)cc1
    14	8	7	0	1	-0.1	-13	-15	1
COc1ccc(CC2(c3ccccc3)NC(=O)NC2=O)cc1 (stereo not given)
    7	.	-6	0	.	0.9	-14	-7	1
COCCCNc1nc(-c2ccc(Cl)cc2)nc2ccccc12
    0	-11	-2	-5	-11	1.4	-5	-1	2
C#CCSc1nnc(-c2cccc3ccccc23)o1
    9	1	-1	-1	-15	0.3	-17	-8	1
O=C(CN(C(=O)CCC(=O)Nc1nccs1)c1ccc2c(c1)OCO2)NCc1ccccc1
    13	-11	-5	-4	-18	1.5	-17	-12	1
